Bioassay records deposited in PubChem BioAssay by several laboratories.
H9c2 protect = cardioprotection against H2O2-induced cell death, primary screen, uHTS, H9c2 cells, ATPLite luminescence; AID 588492, 2011; protection from H2O2 cell death, % at 20 µM; H9c2 cardiomyocytes, H2O2 injury protection, 2 h; 360,000 tested, 0.63% active;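 active means compounds giving at least 50% protection of heart cells from peroxide-induced death in the single-dose screen, raw or plate-pattern-corrected value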;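 further: 0% = DMSO wells with peroxide and 100% = DMSO wells without peroxide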
aDG glyco act = activators of alpha-DG glycosylation, primary screen, uHTS, Pro5-aDG cells, AlphaScreen. 360,000 tested, 0.22% active. AID 624168, 2012. alpha-DG glycosylation AlphaScreen (IIH6); 0% Pro5, 100% B10-LARGE cell signal. activation, % at 10 µM;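 active means activation of at least 8% versus controls, or a plate z-score of at least 8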;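 further: Pro5 are CHO cells carrying HIG-tagged alpha-DG that lacks glycosylation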
Granule exo inh = LAMP-1 surface exposure blockers, TALL-104 cells – cell-based, flow cytometry, MLPCN library, primary screen. TALL-104 LAMP-1 surface exposure; cells stimulated with thapsigargin and PMA. inhibition, % at 10 µM. 360,000 tested, 0.66% active. AID 651702, 2012;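 active means inhibition above about 55%, limit read from the data; inconclusive means no clear call, values can overlap the other calls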
iPSC survival up = enhancers of single-cell hiPSC survival, primary screen, ATPlite luminescence | 100% = ROCK inhibitor wells, 0% = DMSO | survival enhancement, % at 20 µM | 360,000 tested, 0.044% active | AID 602274, 2012; in the data active means survival enhancement above about 18%;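 further: cells exposed to compounds for 16 hours before the ATP read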
PDI turbidity = inhibitors of human PDI, primary screen, biochemical, turbidity, single point, plate reader; inhibition, % at 10 µM; AID 588391, 2011; PDI insulin aggregation turbidity, A650, 90 min; 350,000 tested, 0.052% active;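 active means mean inhibition across replicates of 30% or more, whatever share of single replicates reach that level; inconclusive means mean inhibition below 30% while every single replicate reaches 30%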;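 further: absorbance from insulin aggregation driven by PDI reduction with DTT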
Target sequence (P07237 whole entry, looked up): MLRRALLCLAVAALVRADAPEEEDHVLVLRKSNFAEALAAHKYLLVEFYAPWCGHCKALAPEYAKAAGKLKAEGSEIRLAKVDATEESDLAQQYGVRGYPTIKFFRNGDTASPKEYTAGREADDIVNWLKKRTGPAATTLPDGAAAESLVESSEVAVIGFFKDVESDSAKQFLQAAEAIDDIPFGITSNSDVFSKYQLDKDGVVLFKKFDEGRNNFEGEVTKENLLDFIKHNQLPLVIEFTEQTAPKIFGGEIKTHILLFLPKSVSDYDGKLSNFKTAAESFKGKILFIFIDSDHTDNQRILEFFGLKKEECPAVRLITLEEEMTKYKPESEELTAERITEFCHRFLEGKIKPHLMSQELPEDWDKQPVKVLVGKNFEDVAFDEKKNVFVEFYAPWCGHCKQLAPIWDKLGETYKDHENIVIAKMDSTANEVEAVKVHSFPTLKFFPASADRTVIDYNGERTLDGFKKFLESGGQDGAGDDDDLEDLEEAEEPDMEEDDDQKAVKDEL
Glyco luc inh = increase of ERlucT glycosylation luciferase signal, primary screen, N-linked glycosylation inhibitor project, D54 ERlucT cells, luminescence, set 2 | 360,000 tested, 0.23% active | reporter increase, % at 12.5 µM | D54 ERlucT glycosylation luciferase reporter, 24 h; percent of 100 nM tunicamycin response | AID 588692, 2011;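 active means mean luciferase reporter signal, scaled so untreated is 0 and the glycosylation-blocking control 100, at or above a set limit in every replicate; inconclusive means mean reaches the limit but not every replicate does; inactive means mean below the limit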;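 further: luciferase carries N-glycosylation sites so blocking glycosylation raises the light; 0% = median of neutral control wells and 100% = median of 100 nM tunicamycin wells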
CaV13 FRET inh = Primary screen for inhibitors of IQ motif and Ca2+-dependent inactivation inhibitor domain binding in CACNA1D, Förster resonance energy transfer in living cells, …; 340,000 tested, 0.098% active; inhibition, % at 12.3 µM; HEK cells, CFP/YFP FRET ICDI-IQ, plate reader, 10 min; percent FRET-ratio fall versus neutral wells;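 active means mean replicate inhibition of at least 30% and at least 1% of replicates passing that level; inconclusive means only one of the two criteria is met; inactive means neither criterion is met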;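 further: 0% = median of the neutral control wells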
Vif imaging = HIV Vif self-association inhibitors, primary screen, imaging, HEK293T, single point. AID 602346, 2012. 340,000 tested, 0.35% active. HEK293T cells, Vif self-association by quenched fluorescence, 24 h. inhibition, % at 7.49 µM; in the data active means inhibition above about 50%, passing the limit was not always enough; inconclusive means no clear call, values can overlap the other calls; inactive means below about 31%; further: some results filed as inactive read as strong as hits
m5-HT2A agonist = mouse Htr2a agonists via beta-arrestin recruitment, primary screen, cell-based, luminescence; 5-hydroxytryptamine receptor 2A (Mus musculus), P35363; CHO-K1 mHTR2A beta-arrestin complementation; percent of 30 µM serotonin response; activation, % at 7.6 µM; 360,000 tested, 0.66% active;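 active means activation above a run cutoff, the mean activation of all tested compounds plus 3 SD, cut at about 14% in these data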;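 further: 0% = plate median of compound wells and 100% = 30 µM serotonin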
Target sequence (P35363 whole entry, looked up): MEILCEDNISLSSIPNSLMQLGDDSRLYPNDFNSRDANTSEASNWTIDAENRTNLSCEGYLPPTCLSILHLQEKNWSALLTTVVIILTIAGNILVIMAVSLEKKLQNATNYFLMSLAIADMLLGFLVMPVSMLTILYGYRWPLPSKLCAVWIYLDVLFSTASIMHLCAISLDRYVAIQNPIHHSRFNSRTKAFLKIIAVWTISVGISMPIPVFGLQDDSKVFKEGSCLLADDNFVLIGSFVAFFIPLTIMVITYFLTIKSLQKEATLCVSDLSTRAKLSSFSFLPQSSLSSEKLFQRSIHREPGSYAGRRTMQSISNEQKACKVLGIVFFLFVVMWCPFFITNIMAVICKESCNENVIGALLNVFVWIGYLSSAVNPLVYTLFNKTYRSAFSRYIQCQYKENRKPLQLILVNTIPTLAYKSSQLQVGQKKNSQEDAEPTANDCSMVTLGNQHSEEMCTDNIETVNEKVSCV
ABCB6 inh 2 = ABCB6 transporter inhibitors, primary screen, K562-ABCB6 cells, flow cytometry, MLPCN library. K562-ABCB6 porphyrin accumulation, 1 h; active compounds read low. fluorescence ratio to DMSO, % at 10 µM. 360,000 tested, 0.19% active. AID 602162, 2011;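 active means fluorescence ratio to DMSO below 75%, the collection mean minus 3 SD; inconclusive means too few cells collected in the well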;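 further: signal is porphyrin accumulated inside mitochondria; 100% equals median channel fluorescence of DMSO control wells; lower ratio means ABCB6 inhibition with less porphyrin fluorescence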
An asterisk follows results filed as active; ? = inconclusive; nt = no result given. An unsorted share of the library; any-hit rate near 3.1%.

1	CCN(CC)c1ccc(/C=N/NC(=O)c2cnccn2)c(O)c1
2	Cc1ccc(OCC(=O)Nc2cccc(O)c2)cc1C
3	O=C(O)c1ccc(C[n+]2c(-c3ccccc3)csc2Nc2ccccc2)cc1
4	Cn1cc(SCC(=O)N2CCCc3ccccc32)c2ccccc21
5	Cc1cc(S(=O)(=O)NCCN2CCOCC2)ccc1Cl
6	O=C(NN=C(Cc1ccccc1)Cc1ccccc1)C1CC1
7	CCOc1ccccc1Nc1ncnc2c1cnn2-c1ccccc1
8	COc1ccccc1C(=O)Nc1cccnc1
Compound	1	2	3	4	5	6	7	8
H9c2 protect	23	-10	-5	18	2	2	6	-12
aDG glyco act	0.4	0.1	0.2	-0.2	0.0	-0.1	0.1	0.0
Granule exo inh	0	0	-3	-1	23	1	26	0
iPSC survival up	-0.8	-2.8	1.5	-1.3	-0.2	-0.7	-0.8	-1.4
PDI turbidity	1	13	9	nt	6	-1	-9	-1
Glyco luc inh	-2	-4	-1	1	1	-1	1	2
CaV13 FRET inh	8	-4	-5	6	-18	-6	-6	-7
Vif imaging	-10	nt	nt	nt	-6	-3	-1	-9
m5-HT2A agonist	5	5	-5	-8	-2	1	-9	6
ABCB6 inh 2	96	97	98	101	96	96	98	104

9	COC(=O)N/N=C/c1cc([N+](=O)[O-])cc(Br)c1O
10	CCN(CC)C1Oc2cc3c(cc2C(c2cccc(OC)c2O)C1C)OCO3 (centres undefined)
11	CCCN1C(=O)S/C(=C/c2ccc(N3CCOCC3)o2)C1=O
12	O=C(CC1NC(=S)NC1=O)c1ccc(Cl)cc1 (centres undefined)
13	CCOc1ccccc1N(CC(=O)Nc1cc(OC)ccc1OC)S(=O)(=O)c1ccccc1
14	COc1ccc(NC(=O)C(=O)Nc2cccc3cccnc23)cc1OC
15	CC(=O)N1c2ccc(S(=O)(=O)NCCC(=O)N3CCC(C)CC3)cc2CC1C (centres undefined)
16	COc1cc(/C=N/NC(=O)c2cc3ccccc3[nH]2)ccc1O
Compound	9	10	11	12	13	14	15	16
H9c2 protect	12	-4	1	1	-12	-2	-4	13
aDG glyco act	0.2	-0.2	0.1	-0.2	-0.1	0.0	-0.1	-0.1
Granule exo inh	2	9	34	-3	-1	0	2	0
iPSC survival up	2.2	2.9	0.6	-0.8	2.4	-0.5	0.3	-0.1
PDI turbidity	1	27	-3	8	-1	-4	-2	-1
Glyco luc inh	2	12	3	1	-6	8	2	0
CaV13 FRET inh	-9	-15	-6	-14	-6	6	-16	-1
Vif imaging	11	5	?	6	-2	11	6	-3
m5-HT2A agonist	-5	4	-1	3	-2	-1	4	-12
ABCB6 inh 2	104	97	108	99	93	98	103	94

17	N/C(=N\OC(=O)c1cccc(Br)c1)c1ccc([N+](=O)[O-])cc1
18	Cc1ccc(C(=O)OCC(=O)NCCC2=CCCCC2)s1
19	Cc1ccccc1C(=O)Nc1nnc(SCC(=O)NCc2ccco2)s1
20	Cc1ccc(C(=O)Oc2coc(CSc3nnc(NC(=O)C4CC4)s3)cc2=O)cc1C
21	Cc1noc(C)c1COc1ccc(C(=O)Nc2nnc(CC(C)C)s2)cc1
22	COc1ccc2cc(-c3csc(-c4cccnc4)n3)ccc2c1
23	CCC(=O)Nc1ccc(-c2nc3ccccc3c(=O)o2)cc1
24	O=C(Cc1ccccc1[N+](=O)[O-])NCCCc1ccccc1
Compound	17	18	19	20	21	22	23	24
H9c2 protect	-3	5	-16	-5	-8	-19	-4	1
aDG glyco act	0.0	-0.3	0.1	1.0	0.2	-0.1	0.0	-0.2
Granule exo inh	11	0	0	-2	-6	-2	-1	-4
iPSC survival up	0.3	-1.1	-0.4	1.9	-0.5	-2.2	-2.8	0.1
PDI turbidity	3	12	13	-8	-1	4	12	3
Glyco luc inh	8	1	-12	0	-1	0	1	0
CaV13 FRET inh	4	-14	nt	-18	-8	nt	-5	-19
Vif imaging	1	-11	-16	0	-2	15	-3	-1
m5-HT2A agonist	0	1	12	1	3	6	4	2
ABCB6 inh 2	100	99	95	98	95	94	107	100

25	Cc1nc(NCCc2ccc(F)cc2)c(C#N)c(C)c1[N+](=O)[O-]
26	CCOc1ccc(-n2c(SCC(=O)N3CCc4ccccc43)nnc2-c2c[nH]c3ccccc23)cc1
27	COc1ccc(NC(=O)C2CCCN(C(=O)Nc3cccc(OC)c3)C2)cc1 (centres undefined)
28	COc1ccc(Oc2cccc(Cl)c2CNC(=O)CC(C)(C)CC(=O)O)cc1
29	CC(NC(=O)CCNC(=O)N1CCn2c1nc1ccccc12)c1ccccc1 (centres undefined)
30	CC(Oc1ccccc1F)C(=O)NNC(=O)c1ccc(-n2cncn2)c([N+](=O)[O-])c1 (centres undefined)
31	O=C(Nc1ccn(Cc2ccccc2)n1)c1ccc(F)cc1
32	COc1ccc(-c2csc3nc(-c4ccccc4OC)oc(=O)c23)cc1
Compound	25	26	27	28	29	30	31	32
H9c2 protect	-8	16	2	9	-3	7	-12	6
aDG glyco act	0.4	0.1	-0.1	0.0	0.0	0.0	0.4	-0.1
Granule exo inh	1	-2	6	-6	-2	19	-4	3
iPSC survival up	-3.1	-0.2	1.2	-0.2	-0.4	0.2	-0.9	0.6
PDI turbidity	-4	nt	3	-3	2	-1	0	2
Glyco luc inh	3	-2	0	0	2	0	-5	0
CaV13 FRET inh	-15	-6	-3	-6	-4	-5	-5	-6
Vif imaging	-3	13	12	12	-6	6	-4	1
m5-HT2A agonist	1	2	1	6	3	3	1	-2
ABCB6 inh 2	95	97	97	95	94	96	101	90

33	NNC(=O)c1oc2nc(-c3ccccc3)cc(-c3ccco3)c2c1N
34	COc1cccc(S(=O)(=O)N(C)C[C@@H]2Oc3cc(Br)ccc3S(=O)(=O)N([C@@H](C)CO)C[C@@H]2C)c1
35	Cc1nc2ccc(Cl)cn2c1C(=O)NN
36	O=C(c1cc2ccccc2cc1O)N1CCCC(C(F)(F)F)C1 (centres undefined)
37	Cc1ccc(NC(=O)N2CCCC(C(=O)O)C2)cc1 (centres undefined)
38	Cc1ccc(N(CC(=O)NCC2CCCO2)C(=O)Cn2nnc(-c3cccs3)n2)cc1 (centres undefined)
39	COc1ccc(-c2cn(-c3cccc(C)c3)c(=O)[nH]2)cc1OC
40	CC(=O)c1cccc(NC(=O)Cn2cc3c(n2)CCCC3)c1
Compound	33	34	35	36	37	38	39	40
H9c2 protect	26	3	7	0	-1	-1	-5	41
aDG glyco act	-0.1	-0.1	0.0	0.2	-0.1	-0.2	0.0	0.1
Granule exo inh	3	-1	12	1	18	2	-1	-4
iPSC survival up	-0.2	-2.5	-0.3	-0.4	0.3	0.8	-0.7	2.8
PDI turbidity	2	-7	7	2	5	1	nt	nt
Glyco luc inh	14	-4	2	1	0	0	2	1
CaV13 FRET inh	-19	-2	-5	-11	-15	9	-6	-2
Vif imaging	-7	-1	6	0	0	1	-1	-1
m5-HT2A agonist	-5	-5	-3	4	4	1	-7	2
ABCB6 inh 2	123	108	104	99	99	101	86	103

41	CC(=O)c1ccc(Oc2ccc(C(=O)c3ccc(C)c(C)c3)cc2[N+](=O)[O-])cc1
42	Cc1ccsc1C(=O)N(C)C1CCS(=O)(=O)C1 (centres undefined)
43	CCOc1ccc2nc(COC(=O)c3ccncc3)c(C(=O)c3ccccc3)[n+]([O-])c2c1
44	COc1cc(OC)nc(Nc2nc(CN)cs2)n1
45	N#Cc1c(-c2ccc(Cl)cc2)c(C#N)c(=O)n(N)c1N
46	COCCN(C)C(=O)CC1C(=O)NCCN1CC(c1ccccc1)c1ccccc1 (centres undefined)
47	COC(=O)C1=CN(c2cccc(C(F)(F)F)c2)C=C(C(=O)OC)C1c1ccc(O)c(OC)c1
48	Cc1cc(C)n(C(=O)c2ccc([N+](=O)[O-])c(Cl)c2)n1
Compound	41	42	43	44	45	46	47	48
H9c2 protect	-11	-2	20	1	-3	0	-2	-1
aDG glyco act	0.5	-0.3	-0.1	2.0	-0.2	-0.2	-0.2	0.1
Granule exo inh	-2	-7	-2	1	?	-3	12	-3
iPSC survival up	5.1	0.1	0.3	0.7	2.3	-0.6	-0.3	4.5
PDI turbidity	8	7	0	-10	2	-2	-2	13
Glyco luc inh	-11	2	-6	3	-2	0	1	6
CaV13 FRET inh	-5	-2	-5	-4	-5	-4	-15	-4
Vif imaging	-3	-1	0	9	18	1	nt	-4
m5-HT2A agonist	0	-2	6	1	9	-1	12	-3
ABCB6 inh 2	89	99	101	100	101	108	98	91

Of the compounds above, these contain two or more sulfur atoms:
19	Cc1ccccc1C(=O)Nc1nnc(SCC(=O)NCc2ccco2)s1
20	Cc1ccc(C(=O)Oc2coc(CSc3nnc(NC(=O)C4CC4)s3)cc2=O)cc1C
34	COc1cccc(S(=O)(=O)N(C)C[C@@H]2Oc3cc(Br)ccc3S(=O)(=O)N([C@@H](C)CO)C[C@@H]2C)c1
42	Cc1ccsc1C(=O)N(C)C1CCS(=O)(=O)C1 (centres undefined)
Compound	19	20	34	42
H9c2 protect	-16	-5	3	-2
aDG glyco act	0.1	1.0	-0.1	-0.3
Granule exo inh	0	-2	-1	-7
iPSC survival up	-0.4	1.9	-2.5	0.1
PDI turbidity	13	-8	-7	7
Glyco luc inh	-12	0	-4	2
CaV13 FRET inh	nt	-18	-2	-2
Vif imaging	-16	0	-1	-1
m5-HT2A agonist	12	1	-5	-2
ABCB6 inh 2	95	98	108	99

(more compounds)
49	O=C(C#Cc1ccccc1)Nc1ccc(F)cc1
50	O=C1Nc2ccccc2OC1CC(=O)N1CCN(c2cccc(C(F)(F)F)c2)CC1 (centres undefined)
51	COc1ccccc1C(=O)NNC(=O)c1ccc(NC(=O)C(C)C)cc1
52	CC(C)(O)CNC(=O)C(Cc1ccccc1)N1C(=O)c2ccccc2C1=O (centres undefined)
53	O=C(c1cccc(-n2cccc2)c1)N1CCN(S(=O)(=O)c2c(F)cccc2F)CC1
54	O=[N+]([O-])c1cccc(/C=N/n2c(COc3ccccc3)n[nH]c2=S)c1
55	O=c1[nH]nc(C(F)(F)F)c2nnn(Cc3ccccc3Cl)c12
56	CC(=O)NC(c1ccccc1)c1c(O)ccc2ccccc12 (centres undefined)
Compound	49	50	51	52	53	54	55	56
H9c2 protect	5	-2	8	-1	-6	-5	0	-5
aDG glyco act	0.1	0.1	-0.2	0.0	0.0	0.2	0.0	-0.2
Granule exo inh	1	-5	-4	-2	-7	-2	-4	-9
iPSC survival up	-0.5	-0.6	-0.2	0.3	0.0	-0.5	1.9	0.6
PDI turbidity	2	-6	1	-19	-3	-7	-8	1
Glyco luc inh	-5	-1	-4	0	-2	0	2	1
CaV13 FRET inh	3	-4	nt	-19	-4	-4	-14	-5
Vif imaging	1	-1	9	-9	2	3	-5	1
m5-HT2A agonist	-8	-1	-2	5	1	-3	-2	-3
ABCB6 inh 2	102	98	97	101	99	76	100	95
